# Bioassay records as filed in PubChem.
# PERK inhibitor: block of dimerizer-induced PERK translation repression, primary screen, PERK inhibitor project, CHO PERK-DD cells, SEAP luminescence, HTS; Eukaryotic translation initiation factor 2-alpha kinase 3 (Homo sapiens), Q9NZJ5; CHO PERK-DD fusion, SEAP luminescence translation reporter; inhibition, % at 5.6 µM; 220,000 compounds, 0.17% hits;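 active = inhibition above the mean inhibition of all tested compounds plus 3 SD, set separately per screening campaign, cut at about 2.9% in these data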;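 note: PERK kinase domain activated by AP20187 dimerizer at 100 nM; 0% = DMSO with dimerizer and 100% = rapamycin at 8.4 µM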
# Rad51 HR inh: human RAD51 strand exchange inhibitors, primary screen, biochemical, fluorescence; DNA repair protein RAD51 homolog 1 (Homo sapiens), Q06609; hRad51 DNA strand exchange, fluorescence dequenching; inhibition, % at 10 µM; 200,000 compounds, 0.085% hits; AID 1385, 2008;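 active = inhibition above 40% at the single screening dose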;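 note: 0% = DMSO control wells and 100% = blanks with heterologous ssDNA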
#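 material = hRad51 filaments on single-stranded DNA | timing = filaments 15 min 37 °C, then compound 30 min | signal = FRET fluorescence dequenching, excitation 485 nm, emission 520 nm | benchmarks = control wells and blank wells on each plate | evaluation = percent inhibition relative to plate controls and blanks | compound = 10 µM final, single point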
# KLK5 inh: human KLK5 protease inhibitors, primary screen, biochemical, 1536-well; Kallikrein-5 (Homo sapiens), Q9Y337; recombinant hK5, fluorogenic AMC substrate cleavage; inhibition, % at 5 µM; 210,000 compounds, 0.59% hits; AID 873, 2007;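 active = inhibition of 40% or more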;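 note: 0% = enzyme controls without compound and 100% = no-enzyme blanks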
# Cl transport mod: KCC2 cotransporter modulators, thallium flux, primary screen, cell-based, HEK293 KCC2, FluoZin-2 fluorescence, MLSMR; Solute carrier family 12 member 5 (Homo sapiens), Q9H2X9; KCC2 cells, thallium flux FluoZin-2 fluorescence; B-score of Tl+ flux slope (higher = more flux/activation; lower = inhibition) at 10 µM; 190,000 compounds, 2.2% hits; AID 1456, 2008;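 active = thallium flux slope and its plate-corrected score both differing from the plate sample mean at a set confidence after two filtering rounds, in either direction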;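 note: slope of fluorescence scaled to starting intensity during 10 to 20 s after thallium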
# Target sequence (Q9H2X9 whole entry, looked up): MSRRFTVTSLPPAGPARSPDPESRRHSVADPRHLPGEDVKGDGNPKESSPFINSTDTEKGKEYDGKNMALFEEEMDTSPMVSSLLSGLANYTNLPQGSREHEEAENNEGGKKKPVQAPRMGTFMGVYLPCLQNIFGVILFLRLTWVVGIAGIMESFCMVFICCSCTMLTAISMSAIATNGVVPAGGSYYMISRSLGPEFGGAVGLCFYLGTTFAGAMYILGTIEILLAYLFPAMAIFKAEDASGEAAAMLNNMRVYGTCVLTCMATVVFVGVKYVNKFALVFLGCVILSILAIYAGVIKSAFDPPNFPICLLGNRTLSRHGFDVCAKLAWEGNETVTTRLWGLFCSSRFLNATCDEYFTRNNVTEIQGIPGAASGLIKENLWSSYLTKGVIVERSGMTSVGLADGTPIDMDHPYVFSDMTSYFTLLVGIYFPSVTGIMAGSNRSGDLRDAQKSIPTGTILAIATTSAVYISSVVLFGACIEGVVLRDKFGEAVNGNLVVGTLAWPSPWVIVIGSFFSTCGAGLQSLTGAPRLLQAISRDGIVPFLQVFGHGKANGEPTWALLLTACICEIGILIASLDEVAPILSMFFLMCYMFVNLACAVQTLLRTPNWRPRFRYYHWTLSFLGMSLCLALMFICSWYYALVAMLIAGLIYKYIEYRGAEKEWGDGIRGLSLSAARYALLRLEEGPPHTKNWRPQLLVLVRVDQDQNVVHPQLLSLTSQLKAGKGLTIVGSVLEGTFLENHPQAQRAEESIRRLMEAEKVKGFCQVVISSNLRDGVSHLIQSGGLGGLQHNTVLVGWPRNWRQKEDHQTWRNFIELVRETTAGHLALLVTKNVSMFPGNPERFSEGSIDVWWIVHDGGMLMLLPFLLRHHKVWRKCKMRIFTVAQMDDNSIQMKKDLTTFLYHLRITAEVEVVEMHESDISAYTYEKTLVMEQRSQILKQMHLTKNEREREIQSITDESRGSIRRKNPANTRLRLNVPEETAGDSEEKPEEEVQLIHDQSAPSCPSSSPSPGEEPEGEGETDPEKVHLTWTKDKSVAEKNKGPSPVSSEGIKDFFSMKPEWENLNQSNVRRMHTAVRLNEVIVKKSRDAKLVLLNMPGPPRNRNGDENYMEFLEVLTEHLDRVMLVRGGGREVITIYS
# m-calpain inh: inhibitors of pig calpain II, primary screen, biochemical, fluorogenic peptide substrate, 1536-well; purified calpain II, 30 min; inhibition, % at 16 µM; 220,000 compounds, 0.37% hits; AID 1236, 2008;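 active = inhibition above about 50%, limit read from the data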
# Furin inhibitor: human furin inhibitors, primary screen, biochemical, fluorescence intensity | 220,000 compounds, 0.061% hits | purified furin, fluorogenic substrate cleavage | P09958 | inhibition, % at 30 µM; in the data active = inhibition above about 25%; note: inactives centre near -15
# thrombin 1536: human alpha-thrombin inhibitors, primary screen, counter-screen for coagulation protease inhibitor project, biochemical, 1536-well, fluorogenic AMC substrate; Boc-VPR-AMC fluorogenic substrate cleavage; inhibition, % at 5 µM; 220,000 compounds, 0.26% hits;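 active = inhibition at or above 40%; inactive = inhibition below 40%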;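 note: 0% = enzyme with no compound and 100% = wells without enzyme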
#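 Material: human alpha-thrombin enzyme / Medium: pH 7.5 Tris (50 mM) with NaCl 150 mM, Tween 20 0.05% / Compound: single-point dosing at 5 µM, 0.2% DMSO / Incubation: enzyme reaction carried out at room temperature / Detection: AMC fluorescence, 355/460 nm / Read-out basis: percent inhibition scaled between no-compound controls and no-enzyme blanks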
# FXIIa inh: human FXIIa protease inhibitors, primary screen, biochemical, 1536-well. Coagulation factor XII (Homo sapiens), P00748. purified FXIIa, Boc-QGR-AMC fluorogenic substrate, 2 h. inhibition, % at 5 µM. 220,000 compounds, 0.3% hits; in the data active = inhibition above about 40%;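 note: 0% = enzyme with no compound and 100% = blank without enzyme; many of its hits are not listed in these tables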
# FXIa inh: human FXIa protease inhibitors, primary screen, biochemical, 1536-well; Coagulation factor XI (Homo sapiens), P03951; purified FXIa, Boc-Glu-Ala-Arg-AMC fluorogenic substrate; inhibition, % at 5 µM; 220,000 compounds, 0.14% hits; AID 798, 2007;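 active = inhibition of at least 40%; inactive = inhibition below 40%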;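 note: fluorescence of freed AMC excited at 355 nm; 0% = enzyme without compound and 100% = no enzyme blank; many of its hits are not listed in these tables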
# Numbers without * were called inactive; nt = no result given; [ ] = another dose, or the depositor's remark. The list is partial; rates above refer to the full screens.
SMILES,PERK inhibitor,Rad51 HR inh,KLK5 inh,Cl transport mod,m-calpain inh,Furin inhibitor,thrombin 1536,FXIIa inh,FXIa inh
Brc1ccc(C2CC(c3ccccc3)=Nc3ccccc3N2)cc1 (stereo unspecified),-0.8,-12.2,-4.7,-0.122,9.1,-2.8,-9.5,-10.8,-7.7
CC(=O)c1ccc(N2CCN(C(=O)Cn3c(=S)[nH]c4ncccc4c3=O)CC2)cc1,0.4,11.8,-5.2,1.63,6.7,-17.0,-2.9,6.1,9.2
CCCn1nc(C(=O)NCc2ccc3c(c2)OCO3)c2ccccc2c1=O,-0.2,1.3,-3.8,-1.91,36.8,2.0,-4.0,3.0,-10.4
COc1cc2c(cc1NC(=O)CCCN1C(=O)CCC1=O)oc1ccccc12,0.2,nt,-18.5,0.06,-47.3,-11.4[20 µM],10.0,4.0,2.0
O=C(NCc1cccs1)c1ccccc1,1.1,5.0,-108.0,0.0627,21.6,-14.8[20 µM],16.3,-5.7,-5.8
COc1ccc(CN2CCNC(=O)C2CC(=O)O)c(OC)c1 (stereo unspecified),0.7,-1.7,-13.6,nt,-12.4,-42.2,-2.9,13.2,2.3
Cc1ccccc1CN1CCN(CC(=O)NCCCN2CCN(c3ccc(F)cc3)CC2)C1=O,-1.9,-1.4,-7.6,-1.3,3.1,-17.7,-5.7,-5.8,-10.8
CCOC(=O)c1sc(=S)n(-c2cc(F)ccc2F)c1N,0.9,-6.4,25.5,nt,28.5,-18.2,29.4,25.1,11.7
O=c1/c(=C\c2ccc(O)cc2)sc2nc(-c3ccccc3)c(-c3ccccc3)n12,0.5,-21.4,0.1,0.44,2.8,-15.7,-4.7,11.3,-0.5
CCOC(=O)c1cc(-c2ccc(F)cc2)n(CCC(=O)NC2CCN(Cc3ccccc3)CC2)c1C,-1.1,-0.8,-2.3,-0.199,-19.8,-32.4,-4.7,6.8,-1.3
COc1ccc(CCNC(=O)C(Sc2ccccn2)c2ccccc2)cc1OC (stereo unspecified),-1.2,-18.6,-2.8,nt,19.3,-11.4,-5.9,3.0,0.8
O=C(c1ccccc1)N1CCN(CC#Cc2ccccc2)CC1,1.3,3.5,-6.1,nt,30.7,-20.8[20 µM],-4.9,2.6,-4.3
CCc1ccc(/C=C2/C(=O)N(CC)C(=S)N2C)s1,1.1,17.6,-7.4,nt,24.1,2.1,-1.8,12.2,-1.3
O=C(O)c1ccc(N2C(=O)/C(=C/C=C/c3ccccc3)SC2=S)cc1,1.3,2.0,4.3,-0.0979,-6.1,-20.7,-0.8,9.0,-1.4
COc1ccc(C2=NO[C@@H]3[C@@H]4C[C@@H]([C@H]5C(=O)N(C)C(=O)[C@@H]45)[C@H]23)cc1,-0.5,0.0,-0.8,-0.0747,18.9,-13.1,-2.0,4.9,-5.7
Cn1c(=O)n(CC(=O)OCc2ccccc2)c(=O)c2c1nc1n2CCCN1C1CCCCC1,-0.4,2.3,nt,-0.796,nt,-12.2[20 µM],nt,nt,nt
N#Cc1ccccc1OCC(=O)Nc1c(C(=O)C2CC2)oc2ccccc12,-0.2,-6.2,-0.1,nt,-6.9,-10.3,-8.9,2.1,-6.8
Cc1cccc(Oc2ccc(Cl)cc2N)c1,0.1,-0.1,0.4,-0.188,50.3*,-29.1,1.5,7.7,3.1
CC(=O)C(C(C)=O)C(NC(=O)c1cccnc1)(C(F)(F)F)C(F)(F)F,0.7,-6.1,12.5,nt,31.8,-24.8,2.2,27.2,13.8
CC(C)Oc1ccc2c3c(c(=O)oc2c1)CCC3,0.0,-8.2,-5.5,nt,-209.5,-67.6,-5.0,9.9,-6.6
CCC(=O)OC1CC(C)N(C(=O)c2ccccc2)c2ccc(C)cc21 (stereo unspecified),-1.6,-5.9,-13.8,nt,-16.4,-1.0[20 µM],-12.2,9.0,-5.8
CCOC(=O)c1c(C)nc2sc(C(=O)Nc3ccc(OC)cc3)c(N)c2c1-c1ccc(OC)cc1,0.2,3.2,-17.1,0.106,-41.5,-14.8[20 µM],4.7,7.5,0.3
C(=N\Nc1nc2ccccc2[nH]1)/c1ccc2c(c1)OCO2,-1.3,-6.3,-14.8,0.26,26.2,9.0,-4.7,8.2,3.9
COc1ccc(OC)c(N=Cc2c(O)[nH]c3ccccc23)c1,-1.7,0.8,8.5,-0.894,-84.2,-13.8,6.0,7.7,9.6
CN(C)S(=O)(=O)c1cc(NC(=O)COC(=O)C2CSC3(C)CCC(=O)N23)ccc1Cl (stereo unspecified),0.1,-0.6,-6.5,0.00925,6.3,-32.3,-6.2,8.6,-0.8

# Exported field by field: entries from further up.
molecule: O=c1/c(=C\c2ccc(O)cc2)sc2nc(-c3ccccc3)c(-c3ccccc3)n12
- PERK inhibitor: 0.5
- Rad51 HR inh: -21.4
- KLK5 inh: 0.1
- Cl transport mod: 0.44
- m-calpain inh: 2.8
- Furin inhibitor: -15.7
- thrombin 1536: -4.7
- FXIIa inh: 11.3
- FXIa inh: -0.5
molecule: CCOC(=O)c1cc(-c2ccc(F)cc2)n(CCC(=O)NC2CCN(Cc3ccccc3)CC2)c1C
- PERK inhibitor: -1.1
- Rad51 HR inh: -0.8
- KLK5 inh: -2.3
- Cl transport mod: -0.199
- m-calpain inh: -19.8
- Furin inhibitor: -32.4
- thrombin 1536: -4.7
- FXIIa inh: 6.8
- FXIa inh: -1.3

# The listing picks up, repeating the three entries before the break.
SMILES,PERK inhibitor,Rad51 HR inh,KLK5 inh,Cl transport mod,m-calpain inh,Furin inhibitor,thrombin 1536,FXIIa inh,FXIa inh
C(=N\Nc1nc2ccccc2[nH]1)/c1ccc2c(c1)OCO2,-1.3,-6.3,-14.8,0.26,26.2,9.0,-4.7,8.2,3.9
COc1ccc(OC)c(N=Cc2c(O)[nH]c3ccccc23)c1,-1.7,0.8,8.5,-0.894,-84.2,-13.8,6.0,7.7,9.6
CN(C)S(=O)(=O)c1cc(NC(=O)COC(=O)C2CSC3(C)CCC(=O)N23)ccc1Cl (stereo unspecified),0.1,-0.6,-6.5,0.00925,6.3,-32.3,-6.2,8.6,-0.8
COc1cccc(C2CC(c3cccs3)=NN2C(=O)CSc2nc3ccccc3s2)c1OC (stereo unspecified),-0.6,36.8,-1.3,0.622,-3.9,-11.0,4.3,3.8,15.2
COCCCNC(=S)N1CCN(S(=O)(=O)c2ccc(OC)cc2)CC1,0.8,-1.6,0.5,-0.0488,5.1,-17.0,2.3,15.8,1.7
O=C(Nc1nc2ccc(F)cc2s1)C1CCCO1 (stereo unspecified),2.1,1.9,-4.9,0.0986,4.7,-15.9[20 µM],4.0,18.1,3.8
CCc1nc(SCC(=O)N2CCCC2)c2ccccc2n1,-0.1,-4.3,3.5,0.536,-4.5,-10.1,-6.3,4.0,1.9
CNc1nc(C)c(C(C)(C)C)s1,2.0,10.5,-0.3,2.02,-2.5,-19.1,-0.5,13.0,-0.8
CCC1(CC)Cc2ccccc2-c2nc3ccccc3c(=O)n21,-0.7,-5.4,2.7,0.209,7.1,-6.1[20 µM],-3.7,5.8,0.6
Cc1ccc(C(=O)OCCn2cc(C#N)c(=O)[nH]c2=O)cc1,1.7,-163.1,-0.3,-0.644,-11.3,-29.9,1.0,11.9,0.3
O=C(CN(Cc1ccccc1)S(=O)(=O)c1ccc2c(c1)OCCO2)N/N=C/c1ccc(F)cc1,-1.0,-6.3,-9.5,-0.516,-32.2,-1.2[20 µM],-1.3,17.3,7.3
CN(C)/C=C(\C(=O)c1ccc(Cl)cc1)c1nnnn1-c1ccc(Cl)cc1,0.2,2.9,-3.1,0.18,-0.6,-20.8[20 µM],1.7,5.8,2.0
O=C(NCCc1ccc(Cl)cc1)Nc1cccc(Cl)c1,0.4,-0.8,-1.0,-1.45,17.4,-5.9[20 µM],0.3,-3.9,-1.1
CC(C)(C)NC(=S)NNC(=O)c1ccc2ncccc2c1,0.5,1.2,-3.3,-0.324,4.0,-27.4,-2.8,9.0,-1.2
Cc1ccc(Cl)cc1N1CCN(C(=O)C2CCC(=O)N2C(C)C)CC1 (stereo unspecified),0.4,nt,-1.4,0.684,-4.7,-15.4,-0.2,17.9,9.2
O=C(Nc1ccc(-c2nc3ccccc3[nH]2)cc1)c1ccccc1NS(=O)(=O)c1ccc(F)cc1,0.4,-7.0,-38.3,-4.64*,-71.5,-18.3,-11.3,-11.8,-6.6
CCCn1c(=N)n(CC(O)c2ccco2)c2ccccc21 (stereo unspecified),0.5,-1.9,5.6,nt,8.1,-20.9,-7.1,3.8,0.9
CCCCn1cnc2c(cnn2-c2ccc(Cl)cc2)c1=O,0.5,11.1,3.4,0.343,-5.2,-17.8[20 µM],2.1,11.2,2.3
COc1ccc(-c2cc(=O)n(-c3nc4ccccc4[nH]3)[nH]2)cc1,0.6,6.5,-2.7,1.69,-4.7,-9.0[20 µM],-2.2,-14.9,-11.0
COc1ccc(C(=O)OC(C)CN2CCN(C)CC2)cc1OC (stereo unspecified),0.5,6.5,-3.8,nt,2.0,-26.8,4.7,23.1,1.9
CCCCSc1nc(C)cc(C)c1S(=O)(=O)c1ccccc1C,0.9,5.5,-3.1,nt,-13.5,-9.5[20 µM],-0.2,6.2,0.6
COc1ccc(C(=O)/C=C/Nc2ccc([N+](=O)[O-])cc2C)cc1OC,0.2,-26.8,1.9,0.166,-31.0,-1.8[20 µM],-4.5,22.8,6.1
CCn1cc(C(=O)NCc2cccnc2)c(=O)c2cc(F)c(N3CCN(C(=O)c4ccco4)CC3)cc21,-1.8,16.1,4.1,0.447,-254.7,-22.1[20 µM],1.1,41.3*,15.1
CCOC(=O)C1(C(=O)OCC)C(c2ccccc2)CC(O)N1C(C)=O (stereo unspecified),1.8,9.1,-16.8,0.971,4.5,-32.5,1.3,2.6,11.8
CC(=O)n1cc([C@@H]2C=C(C(=O)N3CCN(Cc4ccc5c(c4)OCO5)CC3)O[C@H](OCCCCO)C2)c2ccccc21,1.3,-5.9,0.6,0.94,-46.6,-22.2,-2.4,5.2,-0.6
O=C(CNC(=O)c1ccccc1Br)N/N=C/c1ccccc1O,-0.7,nt,20.9,-1.66,-251.5,-2.2,7.0,32.1,33.5
COc1cc(C=O)ccc1OCCOCCOc1c(C)cc(Cl)cc1Cl,-0.6,-4.9,0.3,-1.71,-10.5,-4.5,-5.3,12.3,-7.6
COc1ccc2o/c(=N/NC(=O)c3cccs3)c(C(N)=O)cc2c1,0.6,-181.4,-4.6,-0.145,-16.7,-18.1,2.9,2.6,-4.8
CC(C)CC(c1nnnn1Cc1cccs1)N1CCN(c2nc3ccccc3s2)CC1 (stereo unspecified),-1.3,-4.8,-13.9,-5.11*,-5.1,-17.5[20 µM],1.1,14.6,6.3
O=C(CC12CC3CC(CC(C3)C1)C2)N1CCCOC1,0.9,-8.6,-5.2,0.105,-0.1,-18.8,-14.3,4.0,-8.0
